Source: PubChem (The Scripps Research Institute Molecular Screening Center)
GPR151 ag: activators of human GPR151; Q8TDV0; PathHunter beta-arrestin GPR151 cells, luminescence; activation, % at 11.2 µM; 650,000 compounds, 1% hits; AID 1508602; in the data active = activation above about 4.9%;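 note: 0% = median of compound wells and 100% = cells with positive control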
Target sequence (Q8TDV0 whole entry, looked up): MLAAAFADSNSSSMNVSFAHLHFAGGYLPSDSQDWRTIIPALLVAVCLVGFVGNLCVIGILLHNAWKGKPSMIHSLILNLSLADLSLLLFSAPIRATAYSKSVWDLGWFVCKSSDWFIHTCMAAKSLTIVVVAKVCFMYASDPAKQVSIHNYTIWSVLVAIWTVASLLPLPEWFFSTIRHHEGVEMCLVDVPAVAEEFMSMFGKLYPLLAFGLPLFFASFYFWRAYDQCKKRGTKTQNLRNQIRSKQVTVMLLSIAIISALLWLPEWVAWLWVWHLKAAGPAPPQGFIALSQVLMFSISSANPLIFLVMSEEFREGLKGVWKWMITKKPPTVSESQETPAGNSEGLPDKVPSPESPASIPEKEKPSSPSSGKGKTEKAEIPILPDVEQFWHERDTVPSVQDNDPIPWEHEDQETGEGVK
TEAD-YAP block: TEAD-YAP interaction inhibition; AID 1259422; inhibition, % at 9.12 µM; 640,000 compounds, 1.4% hits; HEK-TIYL cells, TEAD-Gal4/YAP UAS-luciferase luminescence; in the data active = inhibition above about 32%;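 note: 0% = median of test compound wells and 100% = reference inhibitor wells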
MITF inh: human MITF inhibition, primary screen. O75030. AlphaScreen MITF homodimerization, bead proximity signal. inhibition, % at 2.6 µM. 650,000 compounds, 0.91% hits. AID 1259374; in the data active = inhibition above about 50%;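 note: 0% = vehicle wells with protein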
Target sequence (O75030 whole entry, looked up): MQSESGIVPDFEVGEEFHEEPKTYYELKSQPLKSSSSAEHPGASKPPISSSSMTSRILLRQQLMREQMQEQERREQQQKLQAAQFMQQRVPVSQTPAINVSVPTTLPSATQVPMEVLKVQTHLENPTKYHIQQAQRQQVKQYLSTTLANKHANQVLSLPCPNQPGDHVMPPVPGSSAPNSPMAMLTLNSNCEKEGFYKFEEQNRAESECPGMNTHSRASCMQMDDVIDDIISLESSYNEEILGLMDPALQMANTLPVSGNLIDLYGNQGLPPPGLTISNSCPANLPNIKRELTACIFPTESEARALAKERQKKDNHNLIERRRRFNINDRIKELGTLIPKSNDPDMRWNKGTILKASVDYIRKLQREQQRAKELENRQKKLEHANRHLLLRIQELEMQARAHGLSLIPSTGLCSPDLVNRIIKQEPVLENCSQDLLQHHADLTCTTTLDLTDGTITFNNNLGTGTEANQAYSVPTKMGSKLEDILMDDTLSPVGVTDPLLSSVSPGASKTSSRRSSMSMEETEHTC
FBW7 activator: human FBW7 E3 ligase activation, primary screen | AlphaScreen FBW7–phospho-cyclin E peptide binding, activator screen | normalized activity (activation), % at 26.1 µM | 650,000 compounds, 0.13% hits | AID 1259310; in the data active = normalized activity above about 1.9%;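 note: purified mutant Fbw7 with reduced substrate affinity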
Starred values were filed as active, the others as inactive.

SMILES	GPR151 ag	TEAD-YAP block	MITF inh	FBW7 activator
O=C(NCc1ccccc1)c1cc(N2C(=O)C3C4CCC(C4)C3C2=O)ccc1Cl (stereo not drawn)	0.8	-1	-3	0.0
CCC(CC)C(=O)N1CCN(Cc2nc3ccccc3c(=O)[nH]2)CC1	0.1	-7	-3	-0.3
CSc1nc(-n2nc(C)cc2C)c2c3c(sc2n1)COC(C)(C)C3	-1.0	4	4	0.7
COc1cc([N+](=O)[O-])cc(/C=N/NC(=O)c2ccccc2Br)c1O	-0.9	5	73*	0.5
Cc1csc(NC(=O)C2CCN(S(=O)(=O)c3cccc4nsnc34)CC2)n1	2.0	-6	-1	-0.2
Cc1ccc(N2CC(C(=O)O)CC2=O)cc1C (stereo not drawn)	1.0	0	2	0.2
COc1ccc(-n2ncc3c(Nc4cccc(C(C)=O)c4)ncnc32)cc1	-0.1	17	-3	-0.1
COc1cc(/C=C/C(=O)O)cc(S(=O)(=O)N2CCC(C(=O)O)CC2)c1OC	-0.3	1	9	1.0
C/C=C(\C)CN1CCOc2ccc(CN3CCC4(CCN(CC)C4)C3)cc2C1 (stereo not drawn)	0.3	-5	2	0.1
O=C(CSc1nc(NC2CCCCC2)c2ccccc2n1)c1ccc(F)cc1	3.4	-6	-4	0.0
CCCN(CCC)S(=O)(=O)c1ccc(C(=O)Nc2ccc(F)cc2F)cc1	0.3	-8	-17	0.0
CC[C@@H]1NC(=O)[C@@H]2C[C@H](NC(=O)Nc3cc(Cl)ccc3Cl)CN2C1=O	-0.9	-10	8	1.0
CCOc1ccc(C(=O)Nc2ccc3oc(-c4ccccc4Br)nc3c2)cc1[N+](=O)[O-]	-1.4	3	-7	-0.1
CCN(CC)C(=S)N=P(c1ccccc1)(N1CCOCC1)N1CCOCC1	-2.2	-4	-6	-0.1
CC(C)CC(C(=O)N1CCCCCC1)N1Cc2ccccc2C1=O (stereo not drawn)	-0.1	4	0	0.0
O=C(c1cc(-c2ccccc2Cl)on1)N1CCn2c(CO)nnc2C1	-0.7	-10	3	0.0
Cc1ccc(N2C(=O)CSC2c2cccc([N+](=O)[O-])c2)cc1F (stereo not drawn)	-1.1	34*	0	-0.3
COC(=O)C1(C(F)(F)F)N=C2C=CC(Br)=CN2C(c2ccc(C)cc2)=N1 (stereo not drawn)	0.8	3	7	-0.1
CCc1nnc(NS(=O)(=O)c2ccc(NC(=O)c3ccc(C)cc3)cc2)s1	-1.3	12	-4	0.1
Cc1ccc2nc(NC(=O)c3ccc([N+](=O)[O-])c(C)c3)sc2c1	0.3	-47	3	0.0
Cc1cc(NC(=O)CSc2nc(Nc3ccc4c(c3)OCO4)c3ccccc3n2)n[nH]1	1.1	50*	9	-0.1
Oc1ccccc1CNc1cnc2ccccc2c1	-0.3	-49	11	0.2
Cc1cc(C(F)F)n2nc(C(=O)N3CCN(Cc4ccccc4)CC3)nc2n1	-0.8	-14	-7	-0.4
CC(=O)N1CCC(N(CCCN2CCOCC2)C(=S)Nc2cccc(C)c2C)CC1	-0.4	3	-2	-0.1
N#Cc1c(N)nc2c(c1N)CC(=O)N2c1ccc(SC(F)F)cc1	-1.7	2	12	0.0
ClC1(Cl)CC1Cn1cnc2ccccc21 (stereo not drawn)	2.4	-3	-9	-0.1
Cc1cc(F)ccc1S(=O)(=O)NCC(c1ccc(N(C)C)cc1)N1CCN(C)CC1 (stereo not drawn)	0.6	8	20	0.1
COc1cc2c(C(=O)O)c(C)n(-c3ccc(C)cc3C)c2c2ccccc12	0.2	9	-2	0.0
CCCCNC(=S)NNC(=O)c1ccc2c(c1)nc(C)n2CC	-3.1	-13	5	0.2
COc1cc(Cl)cc(/C=C2\C(=O)NN(c3ccccc3)C2=O)c1O	5.7*	-1	-4	-0.1
O=C1Nc2cc(C(=O)N3CCN(Cc4ccccc4)CC3)ccc2Nc2ccccc21	-0.6	6	16	0.5
CCn1ncc(C(=O)N2CCC3(CC2)CC(O)(c2ccc(F)cc2)CO3)c1C (stereo not drawn)	-1.2	-1	24	0.1
CC(=O)Nc1ccc(NC(=O)c2cccc(-c3csc4ccccc34)c2)cc1	-0.6	-11	-8	0.1
Cc1ccc(NC(=O)CN(C)S(=O)(=O)c2ccc3c(c2)C(C)(C)C(=O)N3C)cc1	0.2	7	11	0.0
COC(=O)c1ccccc1NC(=O)c1cc(-c2ccccc2F)no1	2.2	6	8	0.5
O=S(=O)(NCC1(c2cccs2)CCOCC1)c1cccc2ccccc12	-1.3	12	1	0.2
COc1ccccc1C(=O)N1CCN2C(=O)[C@H](Cc3c[nH]c4ccccc34)NC(=O)[C@H]2C1	-1.7	-20	-11	0.1
CN(C)c1cccc(Nc2cc(NCc3cccc(C(F)(F)F)c3)ncn2)c1	0.9	10	5	-0.1
CCOc1ccccc1/C=N\Nc1nccs1	0.5	4	8	0.0
COc1ccc(/C=C/C(O)=C2/C(=O)N(C)C3(C)CC2c2ccccc2O3)cc1 (stereo not drawn)	0.0	-5	-1	0.1
Clc1ccccc1-c1nc(N2CCOCC2)nc2ccc(Br)cc12	-0.2	-10	1	0.1
O=C(CN1CCC(c2nc3ccccc3[nH]2)CC1)N1CCCCC1	0.4	4	0	-0.1
Cc1ccc(NC(=O)C(C)N2C(=O)c3cccc4cccc2c34)c(C)c1 (stereo not drawn)	0.0	0	-6	0.1
CCN(C(=O)CN1CCC2(CC1)OCCO2)c1nc2ccc(C)cc2s1	-0.6	-16	5	-0.2
COc1cccc2sc(NC(=O)c3ccc(S(=O)(=O)N4CC(C)CC(C)C4)cc3)nc12 (stereo not drawn)	-0.9	3	10	0.7
Cc1ccc(-c2nc(CS(=O)(=O)CC(=O)Nc3ccccc3Cl)c(C)o2)cc1	0.0	2	23	0.2
Brc1ccc(CCNc2nccc(Nc3ccncn3)n2)cc1	-0.4	3	35	-0.1
COc1ccc2nc(NC(=O)c3nc(S(C)(=O)=O)ncc3Cl)sc2c1	-2.0	-2	5	0.4
Cc1ccc(C)c(OCC(=O)N/N=C/C=N/NC(=O)COc2cc(C)ccc2C)c1	-1.3	5	9	0.0
Cc1c(NC(=O)Nc2ccc(C(C)C)cc2)n(C)c(=O)n1-c1ccccc1	0.2	0	-4	0.0
Cc1ccc(OCC(=O)NCc2nc(-c3ccccc3)no2)cc1	0.7	4	-5	-0.2
COc1ccc(C2C(C(N)=O)=C(C)Nc3nc(CCCO)nn32)c(OC)c1 (stereo not drawn)	1.3	-4	6	-0.2
C[C@@H]1NC(=O)[C@@H]2C[C@H](NC(=O)c3c(Cl)cccc3Cl)CN2C1=O	-0.3	15	-2	-0.3
COc1ccc(N2CC(NC(=O)N3CCc4cc(OC)c(OC)cc4C3C)CC2=O)cc1 (stereo not drawn)	-0.4	3	10	0.2
COc1ccc(N(Cc2nnc3n2CCCCC3)C(=O)Nc2ccccc2)c(OC)c1	1.0	-1	7	-0.2
COCCn1nnnc1C(c1cc2ccc(C)c(C)c2[nH]c1=O)N1CCOCC1 (stereo not drawn)	-0.9	6	16	0.0

New compounds follow:
SMILES	GPR151 ag	TEAD-YAP block	MITF inh	FBW7 activator
CC(C)C(=O)Nc1cccc(NC(=O)/C=C/c2ccccc2)c1	-1.3	-35	-2	-0.2
COc1ccccc1N1CC(O)(c2ccc(Cl)cc2)[N+]2=C1CCCC2 (stereo not drawn)	-0.4	3	4	0.0
CCOC(=O)C1(Cc2ccccc2)CCCN(S(=O)(=O)c2ccc(C(C)=O)cc2)C1 (stereo not drawn)	-0.3	9	9	0.4
O=C(O)CCCCCC(=O)c1ccccc1	-1.3	-9	-4	-0.1
COc1cccc(-c2nnc(SCC(=O)NCC3CCCO3)n2-c2ccccc2)c1 (stereo not drawn)	-0.2	13	-4	-0.1
c1ccc(CCNc2ncnc3ccccc23)cc1	-0.5	24	3	0.2
O=[N+]([O-])c1cccc(S(=O)(=O)NCCOc2ccc(Cl)cc2)c1	-1.3	-1	8	0.3
CC(C)n1cnc2c(NCc3cccc(C(F)(F)F)c3)nc(Nc3ncccn3)nc21	-0.7	-6	-6	0.0

Single entries from above.
O=[N+]([O-])c1cccc(S(=O)(=O)NCCOc2ccc(Cl)cc2)c1 | GPR151 ag: -1.3
CC(C)n1cnc2c(NCc3cccc(C(F)(F)F)c3)nc(Nc3ncccn3)nc21 | GPR151 ag: -0.7

New compounds follow
SMILES	GPR151 ag	TEAD-YAP block	MITF inh	FBW7 activator
CCN1CCN(C(=O)C(C)N(c2cc(C)cc(C)c2)S(C)(=O)=O)CC1 (stereo not drawn)	2.6	-2	10	0.4
O=C(Nc1ccccc1)Nc1ccc(F)c(Cl)c1	-0.4	-19	-28	-0.3
Cc1ccc(-c2ccc(/C=N/NC(=O)CC3(C)OCCO3)o2)c([N+](=O)[O-])c1	0.4	0	-7	0.5
COc1cc(N2C(=O)NC(=O)/C(=C\c3ccccc3OC)C2=O)c(OC)cc1Cl	-0.1	-8	-3	0.0
Cc1ccc(C(=O)NCC(=O)O)cc1C	-1.2	-5	2	0.0
CSc1cccc(NC(=O)c2ccc(C)c([N+](=O)[O-])c2)c1	-0.1	-28	10	-0.1
CCOc1ccc(-c2cn(S(=O)(=O)c3ccc(C)cc3)nc2N)cc1	-1.1	5	-2	0.0
O=C(COc1c(-c2ccccc2)oc2ccccc2c1=O)NCc1ccco1	0.3	1	6	0.0
COc1ccc(CNC(=O)c2cnn(-c3ccccc3)c2-n2cccc2)cc1	-0.6	-9	11	0.7
CCOP(=O)(c1cccc(N)c1)c1cccc(N)c1	-0.8	-2	-16	0.0
Cc1ccc(-n2c(C)cc(/C=N/Nc3ccc(S(N)(=O)=O)cc3[N+](=O)[O-])c2C)cc1	0.1	5	6	-0.3
O=C(N/N=C\c1ccccc1Br)c1n[nH]c2c1CCCC2	-2.0	-17	10	0.7
COc1ccc(-n2c(=O)[nH]cc(C(=O)Nc3cccc(Br)c3)c2=O)cc1	0.1	-4	-3	-0.1
O=S(=O)(c1ccccc1Br)N(Cc1ccsc1)Cc1ccccn1	-0.2	-1	4	0.1
N/C(=C\C(=O)c1cccs1)C(Cl)(Cl)Cl	0.2	-41	0	-0.1
COc1cc(OC)c2c(C)cc(=O)oc2c1	0.4	5	15	0.0
O=C(O)c1ccc(CN(Cc2ccc(Cl)cc2)C(=S)Nc2ccccc2Cl)cc1	1.1	11	5	0.8
CCC(C)NC(=O)C(=O)Nc1ccccc1C (stereo not drawn)	-1.7	-34	-19	0.0
O=C(NCc1nnc(SCC(=O)N2CCCCC2)o1)c1ccc(F)cc1	0.9	12	4	0.8
O=C1C2C3C=CC(C3)C2C(=O)N1c1cc(C(F)(F)F)ccc1Cl (stereo not drawn)	-0.6	-16	7	0.4
O=C(C1CC1)N1CCC(c2[nH]ncc2-c2ccncc2)CC1	-1.7	19	11	1.2
CCCCNC(=O)C12CCC(C)(C(=O)C1)C2(C)C (stereo not drawn)	0.7	9	4	-0.1
COC(=O)c1ccc(C2N=C(c3ccc(OC)cc3)CC(c3cc(Cl)ccc3O)N2)cc1 (stereo not drawn)	0.1	4	4	0.0
CC(=O)Nc1ccccc1N1CCN(S(C)(=O)=O)CC1	0.1	3	1	0.0
Cc1ccc(/C(O)=C2\C(=O)C(=O)N(CC(C)O)C2c2ccc(C)cc2)cc1 (stereo not drawn)	1.1	3	-7	0.2

Sorted by heavy-atom count (high to low): 7 of the compounds above.
SMILES	GPR151 ag	TEAD-YAP block	MITF inh	FBW7 activator
COC(=O)c1ccc(C2N=C(c3ccc(OC)cc3)CC(c3cc(Cl)ccc3O)N2)cc1 (stereo not drawn)	0.1	4	4	0.0
O=C(O)c1ccc(CN(Cc2ccc(Cl)cc2)C(=S)Nc2ccccc2Cl)cc1	1.1	11	5	0.8
Cc1ccc(/C(O)=C2\C(=O)C(=O)N(CC(C)O)C2c2ccc(C)cc2)cc1 (stereo not drawn)	1.1	3	-7	0.2
O=C(NCc1nnc(SCC(=O)N2CCCCC2)o1)c1ccc(F)cc1	0.9	12	4	0.8
CC(=O)Nc1ccccc1N1CCN(S(C)(=O)=O)CC1	0.1	3	1	0.0
CCC(C)NC(=O)C(=O)Nc1ccccc1C (stereo not drawn)	-1.7	-34	-19	0.0
COc1cc(OC)c2c(C)cc(=O)oc2c1	0.4	5	15	0.0
